mcGAS lum = cyclic GMP-AMP synthase inhibitors, mouse, primary biochemical chemiluminescence; Q8C6L5; inhibition, % at 12.5 µM; 160,000 compounds, 0.15% hits; AID 1259399, 2018; recombinant cGAS, Kinase-Glo ATP depletion luminescence;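 also: 0% = negative control wells and 100% = reference inhibitor with no enzyme activity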
hcGAS inh = Primary biochemical luminescence assay for human cyclic GMP-AMP synthase inhibitors; recombinant h-cGAS, ATP depletion, Kinase-Glo luminescence; Q8N884; AID 1259398, 2018; 290,000 compounds, 0.081% hits; inhibition, % at 12.5 µM;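 also: 0% = vehicle reaction and 100% = reaction without DNA for no activity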
Target sequence (Q8N884 whole entry, looked up): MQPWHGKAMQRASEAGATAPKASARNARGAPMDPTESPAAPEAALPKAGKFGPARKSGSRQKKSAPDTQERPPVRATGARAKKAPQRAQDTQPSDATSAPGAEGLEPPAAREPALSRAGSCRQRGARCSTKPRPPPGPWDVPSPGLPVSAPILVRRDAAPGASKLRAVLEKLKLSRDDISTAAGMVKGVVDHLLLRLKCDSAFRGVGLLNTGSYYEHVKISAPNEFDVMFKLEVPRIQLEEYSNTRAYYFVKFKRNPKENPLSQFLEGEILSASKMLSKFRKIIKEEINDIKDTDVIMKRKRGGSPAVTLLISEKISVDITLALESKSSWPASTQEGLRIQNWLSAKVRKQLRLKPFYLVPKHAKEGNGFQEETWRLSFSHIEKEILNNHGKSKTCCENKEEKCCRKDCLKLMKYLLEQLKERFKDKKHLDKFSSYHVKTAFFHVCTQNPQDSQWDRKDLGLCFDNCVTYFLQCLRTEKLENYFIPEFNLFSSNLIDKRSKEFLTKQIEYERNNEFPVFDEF
NPYLR7 ag = agonists of mosquito NPYLR7 receptor, primary screen, cell-based, Aedes aegypti, calcium fluorescence, mosquito biting behavior. Aedes aegypti neuropeptide Y-like receptor 7 (NPYLR7). HEK293T NPYLR7/Galpha15, GCaMP6s calcium fluorescence. activation, % at 10 µM. 270,000 compounds, 0.15% hits. AID 1259423, 2018; in the data active = activation above about 40%;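 also: 0% = vehicle and 100% = reference agonist at the receptor; some compounds past the cut are filed as inactive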
An asterisk follows results filed as active; x = no result given; & = joins results of further samples. Rule as the data show it, unless noted: active = inhibition above about 40%; inactive = the rest.

compound | hcGAS inh | NPYLR7 ag | mcGAS lum
Cc1c(CN2CCCC2c2ccc(F)cc2)c(=O)n(-c2ccccc2)n1C (stereo not given) | -8.8 | 27.5 | -12.7
CC(=O)N1CCN(c2cc3c(cc2F)c(=O)c(C(=O)O)cn3C2CC2)CC1 | -10.2 | 4.7 | -6.4
CCN(c1ccc(C(=O)CN2C(=O)NC(C)(c3ccc(C#N)cc3)C2=O)cc1)S(C)(=O)=O (stereo not given) | -16.0 | 25.1 | x
COCCC1CCCCN1C(=O)COc1ccc(N2CCN(c3ccccn3)CC2)nn1 (stereo not given) | -7.0 | 4.5 | x
O=C(NCc1ccc(N2CCCC2)cc1)Nc1ccc(F)cc1 | -16.4 | 0.5 | x
CC1(Cc2ccccc2C#N)C(=O)Nc2ccccc21 (stereo not given) | 0.4 | -1.1 | 1.3
O=c1oc2ccc(Cl)cc2cc1-c1nnc(Nc2ccc(F)cc2)s1 | 0.3 | -0.2 | 1.4
O=C1CC[C@@H](CN(Cc2ccncc2)C(=O)c2cn(C3CCCCCC3)nn2)N1 | -8.7 | 15.5 | x
O=C1NCCN(C(=O)c2ccc(-n3cccc3)cc2)C1Cc1ccccc1 (stereo not given) | -3.7 | -6.8 | x
O=C(NC1CCN(CN2C(=O)CN(/C=C/c3ccccc3)C2=O)CC1)c1ccccc1 | -11.0 | -2.5 | x
CCn1cc(C(=O)N2CCN(c3ccccc3OC)C(C)(C)C2)c(C)n1 | -2.8 | 11.7 | x
CON1C(=O)c2ccccc2NC12CCN(C(=O)c1cnc(C)cn1)CC2 | -2.8 | -0.3 | x
O=C(c1ccccc1Oc1ccccc1)N1CCC(c2ccccc2)CC1 | -6.7 | 21.7 | -3.3
CCOc1ccc(C(=O)N2CCN(c3ccc(-n4nc(C)cc4C)nn3)CC2)cc1 | -7.5 | -2.7 | -8.9
COc1ccc(-c2onc3c2CCc2ccccc2-3)cc1NC(=O)[C@H](C)OC(C)=O | -6.0 | -0.9 | -6.6
Fc1ccc2c(c1)[C@H]1OCC[C@H]1[C@@H](c1ccco1)N2 | 7.6 | 1.3 | x
CCCCc1nc(Cl)c(CN2CCCC(N3CCCC3=O)C2)[nH]1 (stereo not given) | -5.3 | 5.1 | x
CC(NC(=O)c1cc(NC(=O)Nc2ccc(C(F)(F)F)cc2)ccc1N1CCCCC1)c1ccccc1 (stereo not given) | -4.7 | -13.3 | -0.5
COc1cccc(C(=O)Nc2ccc(Oc3ccc(F)cc3)nc2)c1OC | -3.5 | -0.9 | -16.3
CCCc1nn(C)c(CCC)c1C(=O)NC1CC1 | -6.1 | 29.1 | -3.5
Cc1ccc(OCCn2c(SCc3nc4ccccc4[nH]3)nc3ccccc32)cc1 | 0.5 | -10.4 | 1.0
CCOCCN1N=C(C)C(C)n2c1nc1c2c(=O)n(CC=Cc2ccccc2)c(=O)n1C (stereo not given) | 4.1 | 1.3 | -7.0
O=C(NCc1noc(C2CCCO2)n1)c1cnn2c1CCCC2 (stereo not given) | -5.0 | 6.2 | x
Cc1nn2c(-c3ccccc3)c(C#N)nnc2c1-c1ccccc1 | -1.5 | -14.0 | x
O=C(NCc1cccc2ccccc12)NCC(c1ccsc1)N1CCOCC1 (stereo not given) | -7.6 | 16.1 | -7.9
O=C(NC(C(=O)NC1CC1)C1CCN(C(=O)c2ccco2)CC1)c1cccs1 (stereo not given) | -2.4 | -7.1 | -4.9
Cc1nn(Cc2cccc(F)c2)c(=O)c2c1cnn2-c1ccc(F)cc1 | 0.7 | -6.5 | x
O=C(Nc1ccc(Cn2cncn2)cc1)c1cn2cc(Cl)ccc2n1 | -5.6 | -3.4 | x
O=C(Nc1ccccc1)c1cc2n(n1)CCCN(c1ccnc(CO)c1)C2 | -9.2 | x | -11.0
COc1cc2c(cc1OC)C(c1ccccc1)=NCC2 | -5.0 | 2.0 | -5.5
Cc1nonc1C(=O)N(C)CCCc1cnn(C)c1 | -4.0 | -3.9 | -8.6
Cc1onc(-c2ccccc2)c1C(=O)N1CCCC(Nc2ccc3c(c2)OCCO3)C1 (stereo not given) | -5.3 | 6.6 | x
CCOCCCNC(=O)c1cc(NC(=O)Cc2ccc(F)cc2)ccc1N1CCN(c2ccccc2OC)CC1 | -4.0 | 2.4 | -3.9
Cc1sc(NC(=O)CN2CCN(C(=O)c3ccc(=O)[nH]c3)CC2)c(C)c1C | -5.4 | 0.9 | x
CC(C)NS(=O)(=O)c1ccc2c(c1)Cc1cc(S(=O)(=O)NC(C)C)ccc1-2 | -2.2 | 8.0 | x
O=C(Cc1c[nH]c2ccccc12)NCc1cccnc1N1CCOCC1 | -9.7 | 6.0 | x
Brc1ccc(C2CC(c3ccccc3)=Nc3ncnn32)cc1 (stereo not given) | -2.9 | 5.8 | x
COc1ccccc1N1CCN(c2nc(N3CCOCC3)c3cnn(C)c3n2)CC1 | -7.1 | 5.1 | -8.4
C=CC(=O)N1CCN(c2nc3ccccc3nc2C(=O)OCC)CC1 | -9.6 | 12.1 | -3.6
O=C(NCCCNC(=O)[C@H]1CCCN1S(=O)(=O)c1ccc([N+](=O)[O-])cc1)c1ccccc1 | -0.3 | 2.6 | -4.0

5 compounds from above, reduced to hcGAS inh and mcGAS lum:
| compound | hcGAS inh | mcGAS lum |
| --- | --- | --- |
| COc1ccccc1N1CCN(c2nc(N3CCOCC3)c3cnn(C)c3n2)CC1 | -7.1 | -8.4 |
| COCCC1CCCCN1C(=O)COc1ccc(N2CCN(c3ccccn3)CC2)nn1 (stereo not given) | -7.0 | x |
| COc1cc2c(cc1OC)C(c1ccccc1)=NCC2 | -5.0 | -5.5 |
| CON1C(=O)c2ccccc2NC12CCN(C(=O)c1cnc(C)cn1)CC2 | -2.8 | x |
| O=C1CC[C@@H](CN(Cc2ccncc2)C(=O)c2cn(C3CCCCCC3)nn2)N1 | -8.7 | x |

More results
compound | hcGAS inh | NPYLR7 ag | mcGAS lum
CC(C)c1noc([C@@H]2Cc3nc[nH]c3CN2C(=O)COCC(=O)O)n1 | -3.1 | -9.0 | -8.1
Cc1nc2cc(NC(=O)N[C@@H](C)c3ccccc3)ccc2s1 | -5.6 | -6.5 | x
Cc1c(Br)c([N+](=O)[O-])nn1CC(=O)Nc1ccc(Cl)cc1Cl | -5.7 | -1.3 | -7.8
CC(C)=CCCC1=NN(C=O)C(C)(CCC=C(C)C)C1 (stereo not given) | -10.1 | 5.2 | x
O=C1NCCN2CCN(C(=O)c3ccc(-c4noc(C5CC5)n4)cc3)CC12 (stereo not given) | -1.6 | -2.1 | x
CC(C)n1cnnc1SCC(=O)N1CCN(c2nccs2)CC1 | 7.2 | -2.0 | x
O=C(NCc1nnc(SCC(=O)N2CCc3ccccc32)n1-c1ccc(F)cc1)c1ccco1 | -1.0 | -5.5 | -2.0
O=C(c1ccncc1)N1CCCN(CCCN2CCOCC2)CC1 | 3.8 | 1.5 | x
CCNS(=O)(=O)c1ccc(Nc2c(C(=O)OCC)cnc3cc(C(F)(F)F)ccc23)cc1 | -4.7 | 2.1 | -8.1
Cc1ccsc1C(O)c1nnc(Nc2cccc(Oc3ccccc3)c2)s1 (stereo not given) | -7.9 | 7.9 | -7.5
CCC1CN(C(=O)c2ccc[nH]c2=S)CCO1 (stereo not given) | 7.1 | 3.3 | x
O=C(Nc1ccc(N2CCC(Cc3ccccc3)CC2)c(C(=O)NCc2cccnc2)c1)c1cccc(C(F)(F)F)c1 | -3.2 | 17.0 | -4.9
CCN(Cc1ccc2c(c1)OCCO2)C(=O)c1cc(C(C)C)[nH]n1 | -1.8 | 2.0 | x
Cc1ccc(-c2[nH]ncc2CNCc2cc(C(F)(F)F)ccc2F)cc1C | -4.8&4.7 | 4.1&-4.6 | -0.3
COC(=O)C1=C(C)N(C)C(C)=C(C(=O)OC)C1c1ccc(OCc2ccccc2)cc1 | -4.4 | -9.0 | -2.5
COCc1cccc(CNC(=O)c2nccc3ccccc23)c1 | -7.8 | 11.1 | x
C=CCn1cc(C#N)c2c(c1=S)CCCC2 | 7.7 | 7.3 | x
CCOc1ccc(-n2c(C(CC)N(CCCOC)C(=O)c3ccc(Cl)cc3)nc3ccccc3c2=O)cc1 (stereo not given) | -0.8 | 2.8 | -2.2
CC(C)c1nc(NC(=O)c2ccc(CNC(=O)C(C)(C)C)cc2)n[nH]1 | -7.0 | 8.2 | x
CCCc1nnc2sc(-c3cc(C(C)C)[nH]n3)nn12 | -7.3 | -11.3 | x
C=CCOc1cccc(-c2nnc(CCC(=O)NCCC(C)C)c(=O)[nH]2)c1 | -3.2 | x | -2.8
O=C(/C=C/c1cc(Cl)cc(Cl)c1)NCC(O)c1ccncc1 (stereo not given) | -5.7 | 12.8 | x
CC1(C(=O)Nc2nccs2)CCN1C(=O)Cc1ccc(-c2ccccc2)cc1 (stereo not given) | -7.0 | 4.6 | -3.4
Cc1nnc(CN2CCCCC2CCc2cccc(O)c2)o1 (stereo not given) | -6.5 | 11.6 | x
Cc1ccc(-c2ccnc(-c3ccccc3CN3CCOCC3)n2)c(C)n1 | -6.7 | -1.9 | x
COc1ccc(CCN2CC3=C(C2=O)C(c2ccc(F)cc2)NC(=O)N3C)cc1 (stereo not given) | -10.2 | 5.1 | x
O=C(Nc1ccc(Oc2ccccc2)cc1)C1CCCCC1C(=O)N1CCc2c([nH]c3ccccc23)C1 (stereo not given) | -7.5 | 31.7 | -3.3
Cc1ccc(C)c(-n2cc(CN(C)Cc3nnc(-c4ccccc4)o3)c(-c3ccccc3)n2)c1 | 1.3 | -7.2 | -1.3
C=CCCS(=O)(=O)NC1CCN(Cc2ccc(Cl)cc2)CC1 | -5.9 | 2.0 | -16.6
CC(=O)Oc1ccccc1Cn1c(C)c(C(=O)NCc2ccc(F)cc2)sc1=O | -9.1 | 18.8 | x
CCc1cn[nH]c1C1CCN(C(=O)c2cnc(C(C)C)nc2C)CC1 | -4.0 | -1.2 | -19.5
Cc1noc(C)c1N(C)Cc1cn2c(C)cccc2n1 | -9.7 | 7.6 | x
COc1ccccc1CC1(C)C(=O)Nc2ccc(-c3cccc(C(F)(F)F)c3)cc21 (stereo not given) | 2.4 | 0.9 | -2.1
CC(=O)Nc1nc(CN2CCCC2Cc2cccc(F)c2)cs1 (stereo not given) | -3.0 | 2.9 | x
COc1cc(C(=O)N2CCN(c3ncccc3C(=O)NCc3ccc4c(c3)OCO4)CC2)cc(Cl)n1 | 1.2 | 14.4 | -6.5
CC1=C(C(=O)NCc2ccccc2)C(c2cccn2C)n2nnnc2N1 (stereo not given) | 0.4 | 0.0 | x
O=C1CSC(=Nc2nccs2)N1 | 15.9 | 3.9 | x
Cc1nnc(SCC(=O)NN2C(=O)NC3(CCC(C)CC3)C2=O)n1C (stereo not given) | -1.6 | -15.5 | x
CCc1ncc(C(=O)NCC(c2cccnc2)N2CCCC2)cn1 (stereo not given) | -8.0 | 15.5 | -14.1
COc1ccc(-c2cnc(SCCNC(=O)C(C)(C)C)[nH]2)cc1 | -3.4 | 0.4 | -6.2
COc1ccccc1C(=O)C1CCCN(C(=O)Cc2cc(OC)c(OC)c(OC)c2)C1 (stereo not given) | -6.8 | 1.9 | x
CSc1nc(C)c(CC(=O)O)s1 | -2.8 | 2.5 | x
O=C(NCCN1CCOCC1)c1cccc(CC2CCNCC2)c1 | -8.4 | -3.7 | x
COc1cc(CNC(=O)c2c(C)noc2-c2ccc(C(C)(C)C)cc2)cc(OC)c1 | -7.4 | -3.1 | -8.0
Cc1nnc(Sc2ccc(NC(=O)NC(CN3CCCC3=O)c3ccccc3)c(C)c2)s1 (stereo not given) | -0.7 | 1.6 | x
Cc1cccc(N2CCN(CC(O)COc3ccc(C#N)cc3)CC2)c1C (stereo not given) | -7.8 | 4.0 | x
CNc1ncnc2c1ncn2[C@@H]1O[C@H](CO)[C@H](O)C1O (stereo not given in full) | -7.3 | 2.9 | -3.9
CC(N=C1NS(=O)(=O)c2ccccc21)C(=O)OC1CCOC1=O (stereo not given) | -7.6 | 1.6 | -8.1
COc1ccccc1OCCN1CCC(C(=O)NC(c2ccc(F)cc2)c2ncccc2C)CC1 (stereo not given) | -4.0 | 4.0 | -2.6
CCn1cc(NC(=O)NCCc2ccccc2)c2ccccc21 | 1.9 | -4.8 | -0.3
COc1cccc(NC(=O)C(=O)NCCCN(C)C)c1 | -5.7 | 30.8 | x
Cc1ccc(C)n1C(C)C1CC2CCC1C2 (stereo not given) | -3.1 | 4.4 | x

One compound at a time, as listed above. Order of screens: hcGAS inh	NPYLR7 ag	mcGAS lum
Shown for `CCOc1ccc(C(=O)N2CCN(c3ccc(-n4nc(C)cc4C)nn3)CC2)cc1` → -7.5	-2.7	-8.9
Shown for `Cc1c(CN2CCCC2c2ccc(F)cc2)c(=O)n(-c2ccccc2)n1C` (stereo not given) → -8.8	27.5	-12.7
Shown for `Cc1nonc1C(=O)N(C)CCCc1cnn(C)c1` → -4.0	-3.9	-8.6
Shown for `CCN(Cc1ccc2c(c1)OCCO2)C(=O)c1cc(C(C)C)[nH]n1` → -1.8	2.0	x
Shown for `Fc1ccc2c(c1)[C@H]1OCC[C@H]1[C@@H](c1ccco1)N2` → 7.6	1.3	x

Bioassay records: PubChem, Fisher Drug Discovery Resource Center

Rows are unselected. Share with any hit: about 0.29%.
